# IL-1B inflam inh: blocks inflammasome-driven IL-1 beta release; AID 743279; THP-1 LPS/ATP IL-1B secretion, AlphaLISA, 16 h; stronger effect = lower value; 4.7% of 360,000 active; activity change, % at 57.5 µM; in the data active = activity change below about -50%; inconclusive = mostly about -30% to -49%; also: % is scaled to controls: 0 for no effect and ±100 for the full control effect
#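 Secreted IL-1B measured by AlphaLISA bead assay after 16 h compound exposure of THP-1 cells; compounds (final up to 57.5 uM) added 1 h before LPS (250 ng/mL) and ATP (1.25 mM) stimulation; lower signal means less secretion.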
# Nrf2 block: blocks Nrf2 signaling; A549 ARE-Fluc reporter, luciferase luminescence, 18-24 h; Potency, µM (top dose mostly 46 µM), for inactives: at the highest dose activity change, negative = inhibition, usual class: inhibitors; 2.1% of 360,000 active; AID 504444; also: potency is read from the fitted curve at half-maximal effect; % is scaled to controls: 0 for no effect and ±100 for the full control effect; nearly all actives have a fitted effect of over 60% in size
#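 A549 ARE_Fluc cells, 5000/well, 5% FBS OPTI-MEM; compounds in dose-response, 18-24 h at 37 °C/5% CO2; CellTiter-Fluor viability read (Ex 405/Em 525), then BugLite luciferase luminescence = Nrf2 activity.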
# MCF10A rerep: DNA re-replication induction in MCF 10a cells; 2.9% of 350,000 active; MCF 10A DNA re-replication, Hoechst nuclear intensity, 48 h; Potency, µM (series often up to 46.1 µM), for inactives: at the highest dose activity, positive = re-replication, usual class: activators; also: potency is read from the fitted curve at half-maximal effect; % of control where 0% means no effect; nearly all actives have a fitted effect of over 50% in size
# TGFb SMAD3 inh: blocks TGF-b signaling | HepG2 CAGA-GFP TGF-b/SMAD3 reporter, GFP fluorescence, 18 h; TGF-beta stimulated, 500 pg/mL final | AID 588855 | Potency, µM (highest dose often 46.1 µM), inactives show at the top dose activity, negative = inhibition, actives largely listed as inhibitors | 1.2% of 410,000 active; also: potency is read from the fitted curve at half-maximal effect; % is scaled to controls: 0 for no effect and ±100 for the full control effect; nearly all actives have a fitted effect of over 65% in size
#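 Smad-responsive CAGA-GFP expression was quantified in HEPG2 cells exposed to compounds and 500 pg/mL final TGF-beta for 18 h at 37 degrees C; unstimulated wells defined full inhibition.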
# Nrf2 activator: activators of Nrf2 (ARE) signaling. Potency, µM (highest dose often 46.1 µM), without a hit: at the highest dose activation, usual class: activators. 0.31% of 410,000 active. AREc32 ARE-luciferase reporter (MCF7-derived line), luminescence, 24 h; also: potency is read from the fitted curve at half-maximal effect; % of control where 0% means no effect; nearly all actives have a fitted effect of over 65% in size
#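 Luminescent ARE reporter assay in AREc32_Fluc cells: overnight plating at 37 deg C, 24 hr compound incubation, Steady-Glo added, 30 min RT before reading.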
# A549 tox: A549 cytotoxicity, counter-screen for Nrf2 inhibitors | Potency, µM (doses to about 46 µM), without a hit: at the highest dose activity change, negative = cytotoxicity, usual class: inhibitors | A549 ARE-Fluc cells, CellTiter-Fluor viability, 18-24 h | 0.16% of 390,000 active; also: potency is read from the fitted curve at half-maximal effect; % is scaled to controls: 0 for no effect and ±100 for the full control effect
#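 A549 ARE-Fluc cells in 5% FBS OPTI-MEM, 5000 cells/well, rested 2 h then exposed to compounds in concentration-response for 18-24 h at 37 °C. Viability by CellTiter-Fluor fluorescence (Ex 405/Em 525) after 30 min; luciferase luminescence (BugLite, 15 min, RT) read afterwards.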
# ATXN2 expr inh: ATXN2 expression inhibition; HEK-293 ATXN2-luciferase reporter, luminescence, 24 h; 0.72% of 360,000 active; Potency, µM (doses to about 57 µM), for the others: at the top dose activity change, negative = inhibition, actives largely listed as inhibitors; also: potency is read from the fitted curve at half-maximal effect; % is scaled to controls: 0 for no effect and ±100 for the full control effect; nearly all actives have a fitted effect of over 55% in size
#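 qHTS (up to 57 uM final) was run with 24 h compound exposure of reporter cells at 37 °C. Each well was multiplexed: SteadyGlo luminescence measured ATXN2-luciferase expression after a fluorogenic Gly-Phe-AFC viability readout (25 uM final).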
# HepG2 tox: kills HepG2 cells in TGF-b inhibitor counter-screen; HepG2 CAGA-GFP viability, ATP luminescence, 18 h; Potency, µM (series often up to 46.1 µM), inactives show at the highest dose activity change, negative = cytotoxicity, hits mostly cytotoxic; 0.76% of 410,000 active; AID 588856; also: potency is read from the fitted curve at half-maximal effect; some results filed as inactive show a strong effect at the top dose
#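 HepG2 CAGA-GFP cells (1000/well, DMEM with 1% FBS) received compound, then TGF-beta at 500 pg/mL final, and were incubated 18 hours at 37 degrees C. Viability was read by CellTiter-Glo luminescence. Media-only wells were set as complete cell-killing and DMSO as no toxicity.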
# ATXN viability: reduces viability in counter-screen for ATXN expression inhibitors; Potency, µM (top dose mostly 56.7 µM), actives largely listed as cytotoxic; S2 cells (HEK-293 line with an ATXN2-luciferase reporter) viability, CellTiter-Fluor protease fluorescence, 24 h; AID 651635; 0.49% of 400,000 active; also: potency is read from the fitted curve at half-maximal effect; nearly all actives have a fitted effect of over 40% in size
# * hit, by the source's call; i = inactive; ? = inconclusive; / = no result given; & = joins results of further samples; [ ] = dose if it differs, or a comment. Unless noted, calls follow the shape of the dose curve; as a rule, active = well fitted curve in the direction sought with a large enough effect; inconclusive = small, poorly fitted or top-dose-only effect, or another doubt; inactive = no such curve, though single readings can be large; an effect the other way counts as inactive or inconclusive. Outcome played no part in choosing rows; any-hit rate near 8.8%.
SMILES,IL-1B inflam inh,Nrf2 block,MCF10A rerep,TGFb SMAD3 inh,Nrf2 activator,A549 tox,ATXN2 expr inh,HepG2 tox,ATXN viability
CS(=O)(=O)c1ccc(CNC(=O)[C@]2(C(F)(F)F)C[C@H](CCc3ccccc3)CCCO2)cc1,9,?,-23%,-24%&-29%,5.5%,0%&3%,-12%,-27%&-9%,i
COc1ccc(N2CCN(C(=O)NCc3cccc(OC)c3)CC2)cc1,1,3%,-1%,17%,-0.3%,-1%,-1%,-49%,i
COc1cccc(-n2nc(C(=O)N3CCN(Cc4ccccc4)CC3)c3ccccc3c2=O)c1,-16,?,21%,-3%,-0.3%,1%,-10%,-10%,i
CCOC(=O)[C@]12CCCC=C1N(Cc1ccco1)C(=O)[C@H](CC(=O)NCc1cccc(C(F)(F)F)c1)C2,0,/,/,/,3.0%,/,-10%,/,?
Cc1cc(C)nc(Sc2ccc([N+](=O)[O-])cc2[N+](=O)[O-])n1,-60*,?,?,?,25%[9.22 µM],?,?,-22%,i
CCOc1ccc(Nc2nc(Cc3nnc(SCC(=O)O)o3)cs2)cc1,23,-21%,1%,-13%,-0.4%,1%,-3%,8%,i
Cc1ccc(N(CC(=O)N2CCN(Cc3ccccc3)CC2)S(C)(=O)=O)cc1C,-2,-22%,4%,3%,-0.5%,3%,?,-14%,?
O=C1CCN(Cc2ccc(Cl)cc2Cl)C(=O)N1,-2,0%,-23%,30%,5.0%,-6%,11%,10%,i
CNc1ccc2ncc(-c3ccccc3NC(C)=O)n2n1,20,/,/,-1%,0.5%[9.22 µM],/,17%,3%,i
CC(C)[C@H](NC(=O)c1cccc(CN(Cc2ccccc2)C(=O)c2ccccc2)c1)C(=O)O,4,0%,0%,10%,-0.6%,2%,-6%,7%,i
COc1ccc(Cc2nnc(SCC(=O)Nc3ccc(C)cc3C)[nH]c2=O)cc1,12,10%,6%,-3%,-0.7%,6%,-18%,-8%,i
COc1ccc(N2CCN(c3oc(Cc4cccc5ccccc45)nc3C#N)CC2)cc1,-29,-2%,6%,-3%,0.5%,1%,-4%,-2%,i
Cc1ccc2nc(N3CCN(C(=O)c4ccco4)CC3)c3nncn3c2c1,-9,-7%,0%,3%,-0.2%,-7%,2%,-9%,i
CC1(C)CC(=O)C(N=Nc2ccc(S(=O)(=O)N3CCOCC3)cc2)=C(O)C1,29,-18%,-17%,-11%,-0.2%,0%,-16%,-15%,i
COc1ccc(C2C(=O)N(C3CCCCC3)CC(=O)N2CCc2ccc(C)cc2)cc1OC (stereo not given),/,/,/,-1%,0.2%,-1%,3%,-19%,i
O=C1c2ccccc2C(=O)N1Cc1nc2ccccc2o1,20,-5%,1%,-7%,-0.7%,-1%,4%,5%,?
NC(=O)C1CCN(c2oc(-c3cccs3)nc2S(=O)(=O)c2ccc(Cl)cc2)CC1,-55*,?,5%,-7%,0.1%,?,-10%,-4%,?
CC1CCN(CC(O)COc2ccc(C(=O)c3ccccc3)cc2)CC1 (stereo not given),-22,-8%,?,5%,0.6%,0%,-6%,-23%,i
COc1ccccc1-c1ccc2c(c1)O[C@@H](CN(C)C(=O)Nc1cccc(F)c1)[C@H](C)CN([C@H](C)CO)S2(=O)=O,-26,/,/,-4%,3.0%,/,-7%,-4%,?
Cc1ccc(S(=O)(=O)NCC(=O)OCC(=O)N2CC(C)OC(C)C2)cc1 (stereo not given),41,9%,5%,3%,-1.2%,1%,-13%,0%,i
CCn1c2ccccc2c2cc(NC(=O)c3cccc(OC)c3OC)ccc21,-26,?,8%,19%,1.6%,-1%,-9%,-20%,i
CCc1nc2ccc(C(=O)N(C)CC(=O)Nc3ccc(Cl)c(C(F)(F)F)c3)cc2nc1CC,-57*,?,?,?,0.1%,?,-25%,-97%,i
COCn1ccnc1C(O)(c1ccc(OC)cc1)c1ccc(OC)cc1,0,-5%,-3%,0%,0.2%,8%,10%,0%,i
CC1=C(C#N)C(/C=N/OCc2ccc(F)cc2Cl)CC(=O)N1 (stereo not given),27,?,-57%[inhibitor],0%,0.4%,0%,-17%,-6%,i
CC1(C)Cc2nc3nc(SCC(=O)Nc4ccccc4)nc(N)c3cc2CO1,2,?,-41%[inhibitor],-38%,3.2%,-3%,-2%,-6%,i
Cc1ccc(N2CCN(S(=O)(=O)c3ccc4c(c3)NC(=O)C(C)C(=O)N4)CC2C)cc1 (stereo not given),-26,?,14%,-26%,-0.4%,-16%,-36%,-31%,i
CS(=O)(=O)c1ccc2nc(N)sc2c1,4,5%,0%,3%,-0.5%,2%,-13%,1%,i
COc1cccc(NC(=O)Cc2ccc(C)cc2)c1,8,15%,5%,5%,2.7%,1%,22%,-2%,i
Cc1ccc(NC(=S)N(Cc2cccs2)Cc2cc3cc(C)cc(C)c3[nH]c2=O)cc1,-6,15%,8%,-4%,0.1%,4%,0%,1%,i
CC(C)NC(=S)Nc1c(N)[nH]c(=O)[nH]c1=O,5,0%,-4%,1%,-0.5%,2%,-16%,-23%,i
COC(=O)[C@H]1C[C@H]1[C@@H](NC(=O)c1cccnc1)c1ccccc1,36,6%&2%,7%,-2%&2%,-1.1%,0%&-2%,-4%,-31%&9%,i
CC(C)C[C@H](NC(=O)C1CCN(S(=O)(=O)c2ccccc2)CC1)C(=O)NCc1ccccn1,-13,11%,17%,8%,0.0%,3%,-5%,5%,i
O=[N+]([O-])c1cccnc1SCc1ccccc1,0,6%,9%,6%,?,6%,-8%,11%,i
COc1ccc(N2CCN(C(=S)Nc3cccc(C)c3C)CC2)cc1,5,26µM*,1%,-14%,0.1%,?,-4%,-7%,i
CC(C)(C)NC(=O)Cn1cc(S(=O)(=O)Cc2ccc(F)cc2)c2ccccc21,/,18%,/,-28%,1.1%,2%,/,2%,/
Cc1ccc(C2=NN(CC(=O)NCCc3ccc(Cl)cc3)C(=O)CC2)cc1,/,/,/,11µM*,4.7%,7%,/,-31%,/
Cn1c(=O)c(C(=O)CCl)c(N)n(CC2CC2)c1=O,?,6%,15%,5%,-0.2%,-3%,2%,-8%,i
Cc1ccc(Nc2nc(NCc3cccs3)nc3ccsc23)c(C)c1,-51*,/,/,13µM*,-0.4%[9.22 µM],/,?,-26%,?
CC1=NN(C(N)=S)C(=O)C1N=Nc1cccc(C)c1 (stereo not given),5,?,7%,1.8µM*,8.9%,-3%,/,-38%,i
Cn1c(=O)c2c(nc(Oc3cccc(O)c3)n2C)n(C)c1=O,5,-27%,-1%,9%,-0.8%,2%,-12%,-16%,i

# Some values from the results shown.
# Cc1cc(C)nc(Sc2ccc([N+](=O)[O-])cc2[N+](=O)[O-])n1 in Nrf2 activator → 25%[9.22 µM]
# COc1ccc(N2CCN(C(=O)NCc3cccc(OC)c3)CC2)cc1 in MCF10A rerep → -1%

# Carrying on.
SMILES,IL-1B inflam inh,Nrf2 block,MCF10A rerep,TGFb SMAD3 inh,Nrf2 activator,A549 tox,ATXN2 expr inh,HepG2 tox,ATXN viability
COc1cccc(NC(=O)CN(C)C(=O)/C=C/c2cn(-c3ccccc3)nc2-c2ccc(OC)c(OC)c2)c1,-24,-4%,?,-16%,-0.6%,-11%,-4%,-15%,i
O=C(NCCS(=O)(=O)NCc1ccccn1)c1ccccc1,13,1%,0%,15%,0.8%,0%,-2%,-2%,?
CCOc1ccccc1NC(=O)CSc1nc2ccccc2nc1N1CCOCC1,12,-5%&-15%,7%,?,5.1%&19%,0%&-6%,-6%&20%,-24%&-33%,?
CCC(=O)Nc1ccc(NC(=O)CSc2nnc(-c3ccco3)n2C)cc1,25,1%,1%,22%,-0.6%,1%,-4%,17%,i
COc1ccc(OC)c(CNC(=O)CN(c2ccc(C)cc2)S(=O)(=O)N(C)C)c1,/,2%,/,-7%,0.1%,0%,1%,2%,?
Cc1ccccc1C(=O)NC1CC2CCCC(C1)N2Cc1ccccc1Cl (stereo not given),8,/,/,6%,-0.7%,/,/,-2%,?
O=C(COC(=O)c1n[nH]c(=O)c2ccccc12)c1ccc(Cl)cc1,14,-11%,-6%,8%,-0.2%,-4%,-4%,1%,i
CC(OC(=O)COc1ccc(C#N)cc1)C(=O)Nc1ccc(Cl)cn1 (stereo not given),1,7%,0%,4%,0.1%,10%,3%,-3%,i
Cn1nnnc1SCC(=O)N(C1CCCCC1)C1CCCCC1,-10,-3%,30%,-18%,0.3%,3%,-2%,-5%,i
O=C(COC(=O)c1cn(-c2ccccc2)nc1-c1ccccc1)c1cccc([N+](=O)[O-])c1,23,?,6%,8%,0.2%,?,-1%,-30%,i
O=C(COC(=O)c1ccc2c(c1)OCO2)Nc1ccccc1,-18,-4%,2%,-17%,3.8%,2%,-24%,4%,i
Cc1ccc(NC(=S)N(CCCN2CCC(C)CC2)Cc2ccco2)cc1C,-78*,?,?,3%,0.5%,0%,-27%,-3%,i
Cc1cccc(C(=O)NC(C)C2CC3CCC2C3)c1 (stereo not given),-3,-8%,0%,7%,0.3%,-2%,5%,-2%,i
O=C1N(c2ccccc2C(F)(F)F)O[C@]1(c1ccccc1)C1CCCCC1,3,-2%,18µM*,9%,-1.1%,17%,-17%,9%,i
C=CCn1c(C(C)NC(=O)CCC)nc2ccccc21 (stereo not given),7,-8%,10%,1%,-0.2%,13%,1%,-3%,i
COc1cccc(CN(c2ccc3c(c2)CCC3)S(=O)(=O)c2ccc(-n3cnnn3)c(OC)c2)c1,-9,-10%,-9%,11%,0.4%,10%,-7%,5%,?
CCN(CC(=O)Nc1c(F)cccc1F)C(=O)c1ccc(C(F)(F)F)cc1,-3,12%,0%,7%,-0.6%,11%,/,-10%,i

# Source: PubChem
